High-throughput results as filed in PubChem.
NS3 helicase inh: HCV NS3 helicase inhibition; NS3 helicase DNA unwinding, Cy5 molecular beacon fluorescence; inhibition, % at 10.9 µM; 0.56% of 290,000 active;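 active means inhibition above the mean of all tested compounds plus 3 SD, set per campaign, cut at about 35% in these data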;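 further: 0% = DMSO wells and 100% = thioflavine S control wells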
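test system = hepatitis C virus NS3 helicase domain fragment enzyme | reagent = annealed dual-labelled DNA beacon duplex, ATP-started | times = 1 h at 25 °C | detection = Cy5 fluorescence, 0 and 60 min reads | read-out basis = percent inhibition from t60/t0 fluorescence ratio | control set = DMSO and thioflavine S | replication = one well per compound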
IMP-1 inhibitor: blocks Pseudomonas aeruginosa IMP-1 metallo-beta-lactamase; purified IMP-1, nitrocefin hydrolysis, epi-absorbance fluorescence; inhibition, % at 5.6 µM; 0.45% of 290,000 active;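 active means inhibition above the mean plus 3 SD of all compounds in the same screening run, cut at about 4.5% in these data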;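 further: 0% = IMP-1 with DMSO and 100% = DMSO wells lacking enzyme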
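System – purified recombinant IMP-1 beta-lactamase · Input – IMP-1 dispensed at 0.2 nM · Timing – 15 min preincubation plus 25 min reaction at 25 °C · Signal – Epi-absorbance fluorescence, 480 nm excitation, 530 nm emission · Measure – percent IMP-1 inhibition derived from blank-referenced optical density · Controls – Enzyme-plus-DMSO low control, enzyme-free DMSO high control · Replication – singlicate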
GPR7 antagonist: antagonists of human GPR7 (neuropeptides B/W receptor 1); P48145; GPR7-expressing cells, fluorescence antagonist assay; inhibition, % at 4.4 µM; 1.1% of 290,000 active; in the data active means inhibition above about 16%, passing the limit was not always enough;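 further: cells stimulated with the agonist NPW; 0% = agonist with vehicle and 100% = vehicle without agonist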
Target sequence (P48145 whole entry, looked up): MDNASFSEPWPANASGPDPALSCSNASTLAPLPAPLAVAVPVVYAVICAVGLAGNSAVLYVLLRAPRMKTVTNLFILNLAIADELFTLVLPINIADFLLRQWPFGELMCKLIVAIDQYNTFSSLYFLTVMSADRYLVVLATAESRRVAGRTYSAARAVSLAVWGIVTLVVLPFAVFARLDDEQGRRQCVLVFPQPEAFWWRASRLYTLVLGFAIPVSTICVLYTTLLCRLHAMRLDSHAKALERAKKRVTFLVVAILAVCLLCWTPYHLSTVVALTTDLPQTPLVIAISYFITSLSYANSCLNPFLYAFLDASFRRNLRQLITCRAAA
V1aR counter: counter-screen for oxytocin receptor agonists: human V1a receptor agonists. P37288. CHO-V1R cells, Fluo-8 calcium fluorescence, agonist mode; 0% DMSO, 100% 3 nM vasopressin. activation, % at 3 µM. 0.25% of 320,000 active;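 active means activation above the mean activation of all tested compounds plus 3 SD, per screening run, cut at about 20% in these data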;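 further: signal is peak over basal fluorescence ratio across a 100 second FLIPR read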
PHOSPHO1 inh: inhibitors of human PHOSPHO1 phosphatase. recombinant PHOSPHO1, absorbance phosphatase assay. inhibition, % at 13.3 µM. 1.1% of 290,000 active. AID 1565; in the data active means inhibition above about 60%
Target sequence (Q8TCT1 whole entry, looked up): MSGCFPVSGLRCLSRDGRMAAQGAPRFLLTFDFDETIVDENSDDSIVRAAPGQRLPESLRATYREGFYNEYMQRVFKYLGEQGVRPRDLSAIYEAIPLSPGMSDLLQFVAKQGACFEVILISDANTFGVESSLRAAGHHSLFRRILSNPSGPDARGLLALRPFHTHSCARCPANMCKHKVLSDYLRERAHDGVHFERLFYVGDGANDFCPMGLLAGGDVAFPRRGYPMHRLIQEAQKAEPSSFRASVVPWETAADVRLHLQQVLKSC
VIM-2 inh: blocks Pseudomonas aeruginosa VIM-2 metallo-beta-lactamase. purified VIM-2, nitrocefin hydrolysis, epi-absorbance fluorescence. inhibition, % at 5.6 µM. 0.89% of 290,000 active. AID 1527;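 active means inhibition above the mean of all tested compounds plus 3 SD, cutoff set per screening run, cut at about 7.5% in these data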;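 further: red hydrolysis product quenches plate fluorescence so inhibitors raise well fluorescence; 0% = enzyme with DMSO and 100% = DMSO without enzyme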
OXTR agonist: activates the human oxytocin receptor. P30559. CHO-OTR cells, Fluo-8 calcium fluorescence; normalized: DMSO 0%, oxytocin 100%. activation, % at 3 µM. 0.32% of 320,000 active;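 active means activation above the mean of all tested compounds plus 3 SD, cutoff set per screening run, cut at about 20% in these data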;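 further: peak over basal fluorescence ratio from a 100 s FLIPR kinetic read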
FID counter: displaces DNA intercalator in HCV helicase counter-screen; DNA fluorescent intercalator displacement, fluorescence; inhibition, % at 7.9 µM; 0.17% of 290,000 active; AID 1845; in the data active means inhibition above about 37%;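 further: 0% = vehicle and 100% = reference compound; higher means more ethidium bromide displaced from hairpin DNA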
GalR3 antagonist: human GalR3 antagonism; O60755; HEK293 GalR3-CNG cAMP membrane potential fluorescence; galR3 body fused to GalR1 C-terminus; inhibition, % at 3 µM; 0.44% of 360,000 active; AID 651719;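 active means inhibition above the screen-wide average plus 3 SD, cut at about 13% in these data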;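 further: forskolin and galanin both at EC90 stimulate the cells; cAMP rise reported by CNG channel membrane potential dye signal; 0% = forskolin plus galanin with DMSO and 100% = forskolin alone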
Target sequence (O60755 1-299 limits assumed): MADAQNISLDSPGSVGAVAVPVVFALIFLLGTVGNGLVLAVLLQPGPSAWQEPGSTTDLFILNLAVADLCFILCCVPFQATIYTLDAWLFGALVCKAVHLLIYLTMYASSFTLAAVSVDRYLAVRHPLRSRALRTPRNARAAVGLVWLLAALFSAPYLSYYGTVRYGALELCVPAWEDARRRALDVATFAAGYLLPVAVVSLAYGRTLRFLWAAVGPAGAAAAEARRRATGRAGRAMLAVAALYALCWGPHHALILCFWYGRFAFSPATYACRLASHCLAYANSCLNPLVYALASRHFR
* marks the source's active call; other numbers are inactive results; nt = no result given.

Below each SMILES – NS3 helicase inh, IMP-1 inhibitor, GPR7 antagonist, V1aR counter, PHOSPHO1 inh, VIM-2 inh, OXTR agonist, FID counter, GalR3 antagonist
O=C(O)c1c2c(nc3ccc(Cl)cc13)CCC2
  10, -0.7, -10, 0.3, 13, 0.7, 0.8, 5, 8
COCCCNC(=O)CNC(=O)c1nn(-c2ccc(OC)cc2)c(=O)c2ccccc12
  -3, -3.6, -11, -0.2, nt, -2.2, 0.2, -17, -8
Clc1ccc(-c2cc(CN3CCCCC3)no2)cc1Cl
  -6, -1.0, 6, 0.5, nt, 1.8, 0.3, 1, -5
Cc1ccc(-c2ccc(/C=N/n3cnnc3)o2)cc1Cl
  1, -3.6, -5, 0.7, -10, 21*, 0.3, -16, -11
C=C1CC(C(=O)N/N=C/c2ccccc2)C1
  1, -1.0, -7, 2.1, 9, -1.6, -0.6, -2, 0
COc1cc(/C=N/NC(=O)C(=O)NCc2ccco2)ccc1O
  11, -3.4, -10, 1.0, -4, -3.7, -0.9, -2, -9
Cc1cc(C)c2c3c(sc2n1)C(=O)N(Cc1ccccc1)CC(=O)N3
  -4, -2.0, 7, 0.5, 6, -2.6, 1.5, -13, -5
Cc1ccc(C)c(N(C)C(=O)CCS(=O)(=O)c2cccc3nonc23)c1
  5, -1.9, 0, 0.7, 22, -2.8, 0.7, -19, -6
C=CCn1c(=O)c2ccccc2n2c(SCc3nc(N)nc(Nc4ccccc4C)n3)nnc12
  -3, -3.8, -9, 0.6, 30, -3.0, -1.3, -36, -10
Cc1cccc(C(=O)Nc2ccccc2-c2nnn(CC(=O)Nc3ccc4c(c3)OCCO4)n2)c1
  -18, -1.1, -6, -0.3, 46, 0.6, -0.4, -2, -7
CNC(=O)CN(C1CCCCC1)S(=O)(=O)c1ccc(OC)c(Cl)c1
  16, -2.3, -1, 0.8, 10, -4.0, 1.0, -32, -2
CCn1nc(C)c(CN2CCC(n3nccc3NC(=O)c3ccccc3OC)CC2)c1C
  -3, -4.1, -16, -0.7, 26, -2.0, 0.5, -3, 2
CC(C(=O)c1c[nH]c(C(N)=O)c1)c1ncc(C(F)(F)F)cc1Cl (stereo unspecified)
  -2, -1.2, -6, 0.2, 16, -2.3, 0.2, 15, -5
CCc1cc(=O)oc2c(CN3CCN(C)CC3)c(O)ccc12
  4, -2.6, 5, 0.4, 11, -1.6, 0.0, -2, -10
COC(c1ccccc1)c1nnc(CCC(=O)N2CCN(C3CCCC3)CC2)o1 (stereo unspecified)
  0, -1.9, -3, 0.8, 22, 1.2, 0.3, -5, -5
c1ccc2c(c1)Cc1cc(CN3CCOCC3)ccc1-2
  -9, -1.4, 6, 1.5, 16, -2.1, 3.5, 2, -5
Cc1ccccc1OCCCc1c(C)n[nH]c1C
  -2, -2.1, 4, 1.5, -10, -2.9, 1.7, -12, 4
S=C1NC(C23CC4CC(CC(C4)C2)C3)=CC(c2ccc3c(c2)OCO3)N1 (stereo unspecified)
  3, -1.9, -5, -0.3, 12, -2.1, -0.2, -3, 3
CSCCC1C(C#N)=C(N)Oc2n[nH]c(-c3cccs3)c21 (stereo unspecified)
  15, -5.1, 3, 0.7, 54, -0.2, -1.1, -8, -4
Cc1cccc(NC(=O)CN(C)S(=O)(=O)c2ccc(-c3ccc(=O)[nH]n3)s2)c1C
  -8, -1.8, -8, -0.2, 9, -1.2, -0.3, -43, 80*
COCCN(C(=O)CCC(=O)Nc1cc(C)on1)C(C(=O)NC1CCCC1)c1ccc(C)cc1 (stereo unspecified)
  -5, -2.6, -3, -1.0, 24, -2.5, -0.1, -38, -10
COc1cccc(N2CC(C(=O)Nc3nnc(SCC(=O)c4ccccc4)s3)CC2=O)c1 (stereo unspecified)
  3, -3.5, -2, -0.6, -2, -4.1, 2.8, -22, 4
CC(c1nnc(SCC(=O)N2CC(=O)Nc3ccccc32)n1Cc1ccccc1)N(C)C (stereo unspecified)
  -5, -3.4, 0, 0.6, -1, -3.9, 0.7, -7, 0
O=Cc1c(NCCN2CCCC2)c2ccccc2[nH]c1=O
  3, -1.4, -14, 0.7, 30, -1.5, -0.2, 1, -8
CNC(=O)/C(C#N)=C\c1ccc(CNS(=O)(=O)c2ccc(Cl)cc2)o1
  1, -1.8, -7, -0.1, -12, 1.4, -0.8, -3, 0
O=C1CC(c2ccccc2)CC(=O)C1=CN1CCCC1 (stereo unspecified)
  16, -0.7, 2, -0.1, 18, -2.9, -0.6, -12, -1
Cc1cc(C(F)F)nn1CC(=O)NCc1ccccc1F
  3, -6.5, -8, 1.7, -24, -2.8, -0.4, -1, -4
O=C(Cn1cnc2ccccc21)Nc1cc(C(F)(F)F)ccc1N1CCOCC1
  3, -3.1, 5, 2.5, -9, -4.3, 7.0, -20, -3
Cc1ccc(C(=O)COC(=O)c2cc(Cl)nc3ccccc23)cc1
  -4, -4.2, -10, -0.3, 21, -2.4, 0.2, -2, -3
CN1CCN(C(=O)C2CCCN(S(=O)(=O)c3ccc(Br)cc3)C2)CC1 (stereo unspecified)
  6, -2.9, -2, 1.1, 27, -1.7, -0.2, 12, 0

New compounds follow.
Below each SMILES – NS3 helicase inh, IMP-1 inhibitor, GPR7 antagonist, V1aR counter, PHOSPHO1 inh, VIM-2 inh, OXTR agonist, FID counter, GalR3 antagonist
Cc1ccc(CSCC(=O)N/N=C/c2cccc(OC3CSC3)c2)cc1
  -2, -3.0, 11, 0.3, -7, -2.1, -1.8, -1, 6
CC(=O)C(C(C)=O)C(NC(=O)c1cccnc1)(C(F)(F)F)C(F)(F)F
  5, -3.8, -13, 0.2, 25, -3.6, 0.6, 5, -2
O=C(Cc1ccccc1)Nc1ccc(NC(=O)C2CC2)nc1
  3, -1.8, 14, -0.2, 14, -1.3, -0.5, -2, -5
O=c1cc(C(F)(F)C(F)F)oc2ccccc12
  -3, -1.8, -10, -0.4, -4, -1.2, -0.4, 1, 3
Cc1cc(C)c(/C=N/n2c(C)cc(C)c(C#N)c2=O)c(C)c1
  10, -2.1, -12, -1.5, -2, -1.0, -3.1, -9, -4
COc1ccccc1N1CCN(C(=O)C2CCN(C(=O)c3cccc(Cl)c3)CC2)CC1
  6, -1.2, -11, 3.5, 27, -3.5, 3.1, -54, -11
COc1ccc(NC(=O)c2cc(-c3ccc4c(c3)OCO4)on2)cc1OC
  6, -0.4, -2, -0.2, 22, -0.4, 1.8, -10, -8
Cc1nn(C)c(C)c1S(=O)(=O)N(CC(=O)NCCN1CCOCC1)c1ccc(C(C)C)cc1
  7, -3.7, -3, 0.0, 0, -3.2, 0.1, -4, 0
COc1cc(C(=O)Nc2cc(C)ccn2)ccc1OCC(=O)N1CCOCC1
  4, -1.6, -9, 0.8, 51, -0.2, 0.6, -22, 0
O=C(CCCCn1c(=O)c2ccccc2n(CC(=O)Nc2ccc(F)cc2)c1=O)NCc1ccco1
  4, -2.1, 9, -0.7, 14, -0.6, -1.0, -22, 1
O=C(Nc1ccc2c(c1)OCO2)C1Cc2ccccc2CN1S(=O)(=O)c1cccs1 (stereo unspecified)
  8, 0.7, -9, -0.8, 21, -0.2, -1.2, -16, -5
C[C@@]12C(=O)N(CC3CC3)CC(=O)N1[C@H](C1CC1)[C@@H]1C(=O)N(c3ccccc3)C(=O)[C@@H]12
  -29, -1.0, 0, 0.1, -7, -2.2, 0.6, -7, 2
CC(CCn1cccn1)NC(=O)CCc1nnc(CCc2ccccc2)o1 (stereo unspecified)
  3, -0.1, -3, 0.7, -1, 0.1, 0.3, -11, -5
CC(C)c1ccc(NC(=O)C(c2ccccc2)N(Cc2ccco2)C(=O)CC2NC(=O)NC2=O)cc1 (stereo unspecified)
  -3, -1.4, -8, -0.6, 7, -1.1, -1.0, -29, -2
Cc1ccc2c(c1)/C(=C/c1ccccc1C)C(=O)N2
  -5, -2.4, -8, -1.9, 35, 0.1, -2.0, -26, -13
COC(=O)c1sc(S(=O)(=O)NCCCN(C)C)c(C(=O)OC)c1C
  -9, -1.6, -3, 0.5, 80*, -0.3, 1.2, 8, -2
OCc1cc(Br)ccc1OCc1nc2ccccc2s1
  38*, -1.1, 5, 2.4, 6, -3.8, 0.8, -11, nt
Cc1ccccc1OCCC(=O)N1CCN(S(=O)(=O)c2ccc(F)cc2)CC1
  -2, -3.2, -11, 0.1, 29, -5.2, -0.1, -34, 0

Reformatted: entries from further up.
structure	NS3 helicase inh	IMP-1 inhibitor	GPR7 antagonist	V1aR counter	PHOSPHO1 inh	VIM-2 inh	OXTR agonist	FID counter	GalR3 antagonist
O=C(Cc1ccccc1)Nc1ccc(NC(=O)C2CC2)nc1	3	-1.8	14	-0.2	14	-1.3	-0.5	-2	-5
O=c1cc(C(F)(F)C(F)F)oc2ccccc12	-3	-1.8	-10	-0.4	-4	-1.2	-0.4	1	3
Cc1cc(C)c(/C=N/n2c(C)cc(C)c(C#N)c2=O)c(C)c1	10	-2.1	-12	-1.5	-2	-1.0	-3.1	-9	-4
COc1ccccc1N1CCN(C(=O)C2CCN(C(=O)c3cccc(Cl)c3)CC2)CC1	6	-1.2	-11	3.5	27	-3.5	3.1	-54	-11
COc1ccc(NC(=O)c2cc(-c3ccc4c(c3)OCO4)on2)cc1OC	6	-0.4	-2	-0.2	22	-0.4	1.8	-10	-8
Cc1nn(C)c(C)c1S(=O)(=O)N(CC(=O)NCCN1CCOCC1)c1ccc(C(C)C)cc1	7	-3.7	-3	0.0	0	-3.2	0.1	-4	0
COc1cc(C(=O)Nc2cc(C)ccn2)ccc1OCC(=O)N1CCOCC1	4	-1.6	-9	0.8	51	-0.2	0.6	-22	0
O=C(CCCCn1c(=O)c2ccccc2n(CC(=O)Nc2ccc(F)cc2)c1=O)NCc1ccco1	4	-2.1	9	-0.7	14	-0.6	-1.0	-22	1
O=C(Nc1ccc2c(c1)OCO2)C1Cc2ccccc2CN1S(=O)(=O)c1cccs1 (stereo unspecified)	8	0.7	-9	-0.8	21	-0.2	-1.2	-16	-5
C[C@@]12C(=O)N(CC3CC3)CC(=O)N1[C@H](C1CC1)[C@@H]1C(=O)N(c3ccccc3)C(=O)[C@@H]12	-29	-1.0	0	0.1	-7	-2.2	0.6	-7	2
CC(CCn1cccn1)NC(=O)CCc1nnc(CCc2ccccc2)o1 (stereo unspecified)	3	-0.1	-3	0.7	-1	0.1	0.3	-11	-5
CC(C)c1ccc(NC(=O)C(c2ccccc2)N(Cc2ccco2)C(=O)CC2NC(=O)NC2=O)cc1 (stereo unspecified)	-3	-1.4	-8	-0.6	7	-1.1	-1.0	-29	-2
Cc1ccc2c(c1)/C(=C/c1ccccc1C)C(=O)N2	-5	-2.4	-8	-1.9	35	0.1	-2.0	-26	-13
COC(=O)c1sc(S(=O)(=O)NCCCN(C)C)c(C(=O)OC)c1C	-9	-1.6	-3	0.5	80*	-0.3	1.2	8	-2
OCc1cc(Br)ccc1OCc1nc2ccccc2s1	38*	-1.1	5	2.4	6	-3.8	0.8	-11	nt

Hits appear at their usual frequency, and some 4.3% of all compounds hit somewhere here.
